Screens (PubChem)
PNC inhibitor = perinucleolar compartment assembly inhibition | PC3M PTB-GFP, PNC prevalence imaging, 16 h; hits give low values | activity change (PNC), negative = inhibition, % at 10 µM | 140,000 tested, 3.1% active | AID 2417;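 active = readout at or below -70, meaning at least 70% loss of cells showing the perinucleolar compartment, a nuclear body marking cancer cells; inconclusive = readout between -30 and a set limit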;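 note: plate controls were DMSO wells for no effect and camptothecin positive control wells for full effect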
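Read-out is percentage of cells bearing a perinucleolar compartment, from automated 20x imaging of fixed, Hoechst-stained PC3M PTB-GFP cells. Cells were seeded 4 h, then exposed 16 h to compound (23 nl of library stock) in duplicate plates.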
12-hLO inh = 12-hLO (ALOX12) enzyme inhibition; Potency, µM (titrated, usually from 57.1 µM), without a hit: at the highest dose activity change, negative = inhibition, most hits filed as inhibitors; purified 12-hLO, xylenol orange hydroperoxide absorbance; P18054; 150,000 tested, 0.12% active; note: potency is the fitted concentration of half-maximal effect; nearly all actives have a fitted effect of over 55% in size; many of its hits are not listed in these tables
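Lipoxygenase turnover measured by absorbance at 573 and 405 nm after Fe-XO development. Human 12hLO 150 nM, arachidonate 40 uM, pH 7.0 Hepes buffer with detergent; 15 min compound preincubation, 30 min reaction.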
IMPase inh = membrane-permeable compound that blocks inositol monophosphatase; P97697; CHO-M1 cells, IP1 accumulation, HTRF TR-FRET ratio; inhibition (IP1 accumulation), % at 46.1 µM; 120,000 tested, under 10 active; active = well fitted curve in the direction sought with a large enough effect in the signal ratio, not every such curve was filed as active; inconclusive = small, poorly fitted or top-dose-only effect, or a change in a side signal; inactive = no such curve, though single readings can be large or run the other way; the % refers to the signal ratio;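 note: cells stimulated with carbachol in lithium chloride buffer; plate controls were DMSO basal wells for no effect and reference inhibitor wells for full effect; higher means more IMPase inhibition seen as more IP1 and lower FRET ratio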
Target sequence (P97697 whole entry, looked up): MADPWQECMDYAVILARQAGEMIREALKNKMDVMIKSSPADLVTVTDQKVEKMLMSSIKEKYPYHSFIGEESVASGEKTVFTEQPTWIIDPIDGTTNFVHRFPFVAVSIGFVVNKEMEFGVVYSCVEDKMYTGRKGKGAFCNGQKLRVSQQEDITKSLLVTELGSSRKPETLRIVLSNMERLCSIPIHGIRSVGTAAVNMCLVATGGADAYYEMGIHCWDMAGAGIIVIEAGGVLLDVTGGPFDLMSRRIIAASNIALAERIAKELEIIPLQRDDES
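Elevated IP1 in lysates lowers TR-FRET signal (665/620 ratio and 620 channel reported). Cells were CHO-M1, given carbachol (50 uM as added) plus 50mM LiCl, pH 7.4, 30 min, 37C; compounds titrated up to 46 uM; AC50 by Hill equation.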
15-hLO-2 inh = blocks human 15-lipoxygenase 2 activity; purified 15hLO-2, xylenol orange hydroperoxide absorbance; Potency, µM (series often up to 57.1 µM), without a hit: at the highest dose activity change, negative = inhibition, hits mostly inhibitors; O15296; 110,000 tested, 0.56% active; note: potency is the fitted concentration of half-maximal effect; nearly all actives have a fitted effect of over 60% in size; many of its hits are not listed in these tables
Target sequence (O15296 whole entry, looked up): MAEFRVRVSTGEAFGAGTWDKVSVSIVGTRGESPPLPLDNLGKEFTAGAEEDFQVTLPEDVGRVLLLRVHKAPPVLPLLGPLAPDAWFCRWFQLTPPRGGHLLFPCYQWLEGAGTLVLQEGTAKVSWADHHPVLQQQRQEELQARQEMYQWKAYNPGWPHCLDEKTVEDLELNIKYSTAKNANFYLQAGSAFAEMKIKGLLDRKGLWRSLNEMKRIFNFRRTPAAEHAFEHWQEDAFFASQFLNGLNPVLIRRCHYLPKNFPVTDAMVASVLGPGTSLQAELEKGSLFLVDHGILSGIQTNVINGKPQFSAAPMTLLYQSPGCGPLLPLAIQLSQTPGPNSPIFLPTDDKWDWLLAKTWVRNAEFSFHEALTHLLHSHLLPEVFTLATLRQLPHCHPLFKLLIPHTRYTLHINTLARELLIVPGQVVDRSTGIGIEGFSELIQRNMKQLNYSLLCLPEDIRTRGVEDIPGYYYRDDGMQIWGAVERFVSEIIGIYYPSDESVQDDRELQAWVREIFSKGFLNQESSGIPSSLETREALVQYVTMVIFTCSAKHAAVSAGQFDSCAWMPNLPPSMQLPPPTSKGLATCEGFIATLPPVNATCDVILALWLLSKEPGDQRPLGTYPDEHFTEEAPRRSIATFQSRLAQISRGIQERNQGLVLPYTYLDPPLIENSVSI
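Screening format was qHTS against 50 nM purified 15hLO-2 in Hepes pH 7.5 with detergent. Activity follows hydroperoxide formation from 45 uM arachidonic acid, measured as 573:405 nm absorbance ratio of the ferric-xylenol orange complex.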
* marks the source's active call; other numbers are inactive results; ? = inconclusive; · = not tested or not shown; [ ] = dose if it differs, or a comment. Unless noted, calls come from the whole dose curve; as a rule, active = well fitted curve in the direction sought with a large enough effect; inconclusive = small, poorly fitted or top-dose-only effect, or another doubt; inactive = no such curve, though single readings can be large; an effect the other way counts as inactive or inconclusive. Unless noted, % is set by controls: 0 for no effect and ±100 for the full control effect. An excerpt, so the mix of outcomes need not match the whole.

SMILES	PNC inhibitor	12-hLO inh	IMPase inh	15-hLO-2 inh
Nc1c(S(=O)(=O)c2cccs2)c2nc3ccccc3nc2n1/N=C/c1cccc(O)c1	30	-12%	6	-13%
Cc1ccnc(NC(=O)CCC(=O)N(CC(=O)NC2CCCCC2)c2cccc(C)c2C)c1	24	2%	6	14%
CCCCNC(=O)c1onc(CSc2cccc3ccccc23)c1C(=O)O	11	1%	2	-14%
CCOc1ccc(C(=O)N/N=C/c2ccccc2[N+](=O)[O-])cc1	-15	1%	·	·
CCOC(=O)c1c(N)n(-c2ccc(N)cc2)c2nc3ccccc3nc12	11	-5%	·	·
O=S(=O)(NCc1ccncc1)c1ccccc1	0	15%	1	12%
COc1ccc(C(=O)NC(Cc2ccccc2)c2ccc3c(c2)OCCCO3)cc1 (stereo unspecified)	-24	-4%	8	-8%
CCOC(=O)C1=C(C)N(c2ccc(OC)cc2)C(=O)/C1=C\c1cccs1	16	2%	·	·
OC(c1ccc(Cl)cc1)C(O)c1nc2ccccc2[nH]1 (stereo unspecified)	54	-2%	-5	1%
Cc1ccc2c(c1)[nH]c1c(=O)n(CCN3CCCCC3)cnc12	64	-8%	1	14%
Cn1c(=O)c2c(ncn2CC(=O)N2CCOCC2)n(C)c1=O	?	-3%	10	7%
O=C1C2C3CCC(C3NCc3ccccc3)C2C(=O)N1Cc1ccccc1 (stereo unspecified)	-22	2%	9	-1%
CCCCN1CC2([N+](=O)[O-])C=CC(=O)C([N+](=O)[O-])(C1)C2CC(=O)c1ccccc1 (stereo unspecified)	?	-8%	9	·
CNc1nc(-c2ccccc2)cc(C(F)(F)F)c1C#N	-6	1%	-2	·
COc1ccc(Cn2nnnc2C(c2cc3ccc(OC)cc3[nH]c2=O)N2CCC(C)CC2)cc1 (stereo unspecified)	26	-1%	0	-10%
Cc1ccc2nc3c(cc2c1)c(NC(=O)C1CCCO1)nn3CC(C)C (stereo unspecified)	35	1%	-4	-8%
CCn1c2ccccc2c2cc(NS(=O)(=O)c3ccc(C)cc3)ccc21	5	-14%	-1	·
Cc1cc(C(C)(C)C)ccc1OCCN1CCCC1	7	0%	-6	26%
CC1C/C=C/C=C/C=C/C=C/C(O[C@@H]2O[C@H](C)[C@@H](O)[C@H](N)[C@@H]2O)CC2OC(O)(CC(O)CC3OC3/C=C/C(=O)O1)CC(O)C2C(=O)O (stereo partly specified)	-10	1%	·	·
COc1ccc(-c2nc3ccccc3o2)cc1NC(=O)CSc1ccc(Cl)cc1	21	5%	-4	·
CCCCCC(=O)NCC(C)NC(=O)CCCCC (stereo unspecified)	43	1%	·	·
O=C(Nc1ccc(CN2CCOCC2)cc1)c1ccc(-c2cccc(Cl)c2)o1	20	-1%	2	43%[activator]
CN(c1ccccc1C(=O)O)S(C)(=O)=O	-18	1%	?	-4%
CC1(C)Cc2c(sc3c2c(=N)n(Cc2ccco2)c(=O)n3CC(=O)Nc2ccc(Cl)cc2)CO1	8	-4%	3	16%
O=C(c1cccs1)N1CCCC1	212	2%	16	·
CCn1cc(C(=O)Nc2ccc(F)c(F)c2)cn1	-14	-5%	·	·
COc1cc(C(=O)OCn2nnc3ccccc3c2=O)cc(OC)c1OC	-3	-3%	1	5%
CCc1c(C)nc(SC(C(=O)O)c2ccccc2)c(C#N)c1C (stereo unspecified)	-14	-3%	5	·
COC(=O)c1sc2ccccc2c1-n1cccc1C(=O)C(=O)Nc1ccc(F)cc1	-21	4%	2	-5%
CCCCn1c(SCC(N)=O)nc2c(sc3ccccc32)c1=O	19	7%	-10	-17%
N#Cc1nc(COc2ccccc2)oc1N1CCN(Cc2ccccc2)CC1	?	1%	15	12%
CCOCCCNC(=O)Cc1cc(=O)[nH]c(=O)[nH]1	-14	2%	6	-1%
O=C(NCCN1CCOCC1)c1ccc(-c2ccccc2)cc1	17	11%	3	26%
COc1ccc2[nH]c(C)c(CCNC(=S)Nc3cc(C)cc(C)c3)c2c1	?	-10%	·	·
Cc1ccc(C(=O)COC(=O)CCC(=O)Nc2cc(Cl)ccc2Cl)cc1[N+](=O)[O-]	42	2%	0	9%
COc1cc(NC(=O)C2CCCCC2)c(OC)cc1NC(=O)CN1CCCCC1	-16	-5%	2	10%
Cc1nc2c3ccccc3nc(SCC(=O)N3CC(C)CC(C)C3)n2n1 (stereo unspecified)	16	0%	9	-4%
Cc1c(NC(=O)CSc2nnc(COc3ccccc3)n2-c2ccccc2)c(=O)n(-c2ccccc2)n1C	112	-3%	-8	9%
Cn1nc(Oc2nc(N3CCOCC3)nc(N3CCOCC3)n2)ccc1=O	0	-2%	1	0%
CCOc1nc(NC(=O)NS(=O)(=O)Oc2cccc(Cl)c2)nc(-c2ccccc2)n1	4	-1%	·	·

Next part, overlapping the part above by five compounds.
SMILES	PNC inhibitor	12-hLO inh	IMPase inh	15-hLO-2 inh
COc1cc(NC(=O)C2CCCCC2)c(OC)cc1NC(=O)CN1CCCCC1	-16	-5%	2	10%
Cc1nc2c3ccccc3nc(SCC(=O)N3CC(C)CC(C)C3)n2n1 (stereo unspecified)	16	0%	9	-4%
Cc1c(NC(=O)CSc2nnc(COc3ccccc3)n2-c2ccccc2)c(=O)n(-c2ccccc2)n1C	112	-3%	-8	9%
Cn1nc(Oc2nc(N3CCOCC3)nc(N3CCOCC3)n2)ccc1=O	0	-2%	1	0%
CCOc1nc(NC(=O)NS(=O)(=O)Oc2cccc(Cl)c2)nc(-c2ccccc2)n1	4	-1%	·	·
COc1ccc(N=C(C)C2=C(O)CSC2=O)cc1	19	8%	3	1%
O=C(O)C=C1C2CC3CC(C2)CC1C3	-82*	-5%	1	1%
CC1(c2ccccc2)CC(C)(C)N(C(=O)CSc2nnc(N)s2)c2ccccc21 (stereo unspecified)	-24	-6%	·	·
CS(=O)(=O)N(Cc1ccco1)CC(O)Cn1cc(C=O)c2ccccc21 (stereo unspecified)	-88*	13%	-10	-5%
CC1(C)CC(=O)C(N=Nc2cc(Cl)c(Cl)c(Cl)c2)=C(O)C1	18	-7%	-13	-9%
CN1CCC(N2CCCC(C(=O)O)C2)CC1 (stereo unspecified)	16	2%	3	0%
CCCc1cc(=O)n2[nH]c(C)c(-c3ccccc3)c2n1	1	-3%	0	-6%
CC(=O)NS(=O)(=O)c1ccc(NC(=O)C2C3C=CC(C3)C2C(=O)O)cc1 (stereo unspecified)	7	-2%	·	·
COc1ccc(NC(=O)CN2C(=O)C(c3ccccc3)=NC23CCCCCC3)cc1OC	4	2%	10	·
CSCCC(=O)N1C(C)CCCC1C(=O)O (stereo unspecified)	-15	-8%	-1	2%
Cn1c(=O)[nH]c(=O)c2c1nc(N1CCC(Cc3ccccc3)CC1)n2Cc1ccccc1	24	-4%	18	-30%
S=c1[nH]nc(-c2ccc(Cl)cc2)n1-c1ccc2c(c1)OCCO2	-15	-3%	·	·
COCCNC(=O)C(c1ccc(C)o1)N(Cc1cccs1)C(=O)c1snc(C(N)=O)c1N (stereo unspecified)	?	-8%	-10	0%[2.29 µM]
Cc1ccc(S(=O)(=O)N(CC(=O)NC2CCCC2)c2cccc(C)c2)cc1	5	-2%	·	·
CC(C)(C)c1cc(N)on1	3	1%	·	·
CC(=O)c1cn(CCC(C)C)c(=O)[nH]c1=O	?	1%	·	·
CC1(C)C(=O)NCCN1C(=O)CCC(=O)O	230	2%	-4	·
CC(C)(C)c1ccc(/C=C/C(=O)Nc2ccncc2)cc1	42	-3%	·	·
Cc1ccc(C(=O)C2=C(O)C(=O)N(CCCN(C)C)C23C(=O)N(C)c2ccccc23)o1 (stereo unspecified)	9	-4%	-13	4%
O=[N+]([O-])c1ccc(CSc2nnc(-c3cnccn3)o2)cc1	4	5%	11	1%

Individual results from the list:
PNC inhibitor with `O=C(O)C=C1C2CC3CC(C2)CC1C3` is entered as -82*
15-hLO-2 inh with `CC1(C)CC(=O)C(N=Nc2cc(Cl)c(Cl)c(Cl)c2)=C(O)C1` is entered as -9%

More compounds follow.
SMILES	PNC inhibitor	12-hLO inh	IMPase inh	15-hLO-2 inh
Cc1cccc(NC(=O)CSc2nc3c(c(=O)[nH]2)CCC3)c1C	44	2%	-9	·
O=S(=O)(CCSc1ccccn1)c1nc2ccccc2s1	-13	-5%	3	-12%
O=c1cc(N2CCC(Cc3ccccc3)CC2)[nH]c(=O)n1C1CCCCC1	9	4%	-5	1%
COc1ccc2c(CC(=O)OCC(=O)c3ccccc3OC)coc2c1	2	-1%	8	4%
CCOCCCNC(=O)C1CCCCN1S(=O)(=O)c1ccc(F)cc1 (stereo unspecified)	0	0%	-3	0%
Cc1onc(-c2ccccc2Cl)c1C(=O)OCC(=O)c1ccc2c(c1)OCCO2	?	-3%	6	2%
CCSCCOC(=O)C1=C(C)NC(=O)NC1c1cc(OC)ccc1OC (stereo unspecified)	35	-7%	-1	10%
COc1ccccc1CNc1ncncc1-c1ccoc1	·	-5%	·	5%
CNCCOCC(O)CSc1ccccc1 (stereo unspecified)	4	-2%	-1	3%
CC(C)CC1C(C#N)=C(N)Oc2n[nH]c(-c3cccs3)c21 (stereo unspecified)	10	-4%	-10	-19%
CCCC(c1c(C)n(C)n(-c2ccccc2)c1=O)c1c(C)n(C)n(-c2ccccc2)c1=O	25	-2%	0	4%
CC(=O)N1CCN(CCN=CC2=C(O)CC(c3cccs3)CC2=O)CC1 (stereo unspecified)	-3	-1%	-2	6%
CCc1cc(C=C(Cl)Cl)oc(=O)c1C	?	-3%	?	-5%
CC(C)OC(=O)C1C2C=CC3(CN(Cc4cccs4)C(=O)C13)O2 (stereo unspecified)	?	-1%	-4	-1%
C#CCOC(=O)c1ccccc1C(=O)O	-14	-1%	7	·
Cc1ccc2cc(CCNC(=O)c3cccc([N+](=O)[O-])c3)c(=O)[nH]c2c1C	-23	2%	·	·
Cc1cc2ccccc2c[n+]1CC(O)C[n+]1cc2ccccc2cc1C	·	9%[11.4 µM]	·	-4%[11.4 µM]
COc1ccc(NC(=O)CC(C)C)c([N+](=O)[O-])c1	43	-6%	3	-2%
O=C(Nc1ccc(Cl)cc1)c1cccnc1N1CCCCC1	37	-6%	-6	10%
N=C(N)c1ccccc1	·	-7%	-5	-8%
Cc1nn(-c2ccccc2)c(Cl)c1C(=O)Nc1c(C)n(C)n(-c2ccccc2)c1=O	-19	0%	11	9%
Cc1ccc(S(=O)(=O)N(C)C)cc1NC(=O)CSc1ncc(C(F)(F)F)cc1Cl	?	-2%	·	·
COC(=O)C1=C(C)N(c2ccc(OC)cc2)C(=O)/C1=C\c1cccs1	25	3%	·	·
O=C(NCC1CCC(C(=O)O)CC1)OCc1ccccc1 (stereo unspecified)	?	2%	1	-16%
OCc1cn(-c2ccccc2)nc1-c1ccco1	-11	-4%	2	-20%
Cc1ccc(-n2c(=O)[nH]cc(C(=O)Nc3ccc4c(c3)OCCO4)c2=O)cc1	28	2%	0	-6%
O=C(CN1CCN(S(=O)(=O)c2ccc(F)cc2)CC1)Nc1ccccc1F	-12	0%	-2	-5%
CC1(C)CC(=O)C2=C(C1)OC(N)=C(C#N)[C@@]21C(=O)N(CC(N)=O)c2ccccc21	-13	0%	0	-2%
Cc1ccc(CNC(=O)/C(C#N)=C\c2ccc(N(C)C)cc2)cc1	-22	-8%	8	-1%
Cc1ccc(-c2nc(NC(=O)CSc3ccc4ccccc4n3)ns2)cc1	30	4%	3	·
O=C(COC(=O)C1CC(=O)N(Cc2ccco2)C1)c1ccc(OC(=O)c2ccco2)cc1 (stereo unspecified)	-11	-2%	5	·
O=C(CCl)Nc1cccc(-c2cnc3ccccc3n2)c1	?	-5%	2	-10%
Cn1c(=O)oc2cc(S(=O)(=O)N3CCCC(C(=O)Nc4ccccn4)C3)ccc21 (stereo unspecified)	25	-1%	-7	-2%
CCc1cccc(CC)c1N(COC)C(=O)Cn1ccccc1=N	23	2%	2	2%
